High-throughput results (PubChem BioAssay)
S3 lipid droplet = qHTS Assay for Lipid Storage Modulators in Drosophila S3 Cells | AID 2685, 2010 | Potency in µM for hits, for the others lipid storage change, negative = inhibition, % at the top dose, mostly 46.1 µM | Drosophila S3 cells, BODIPY lipid droplet fluorescence, 18-24 h; cells fed with added oleic acid | hit rate 0.64% among 320,000; active means well fitted inhibition curve with a large enough effect in the signal ratio, with a control signal flat, not every such curve was filed as active; inconclusive means small, poorly fitted or top-dose-only effect, or effect the other way, or a change in a side signal; the % refers to the signal ratio
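Drosophila S3 cells loaded with oleic acid (400 uM, as added) and compounds at several concentrations; lipid droplets imaged by 488-nm laser-scanning cytometry, 500–530 nm intensity and object ratio to cell channel. Percent activity normalized to 20 uM Triacsin C.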
S3 lipid droplet cell count max = also measured in S3 lipid droplet; calls as there; cell number change, %; measured here: cell count max response;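 cells counted by Cell Tracker Red CMTPX staining in the red channel; peak over a dose series mostly up to 46.1 µM; percent activity relative to internal control wells on each plate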
* = called active by the depositor; i = inactive; u = inconclusive; x = not tested or not shown; [ ] = dose if it differs, or a comment. On the % scale 0 is the no-effect control and ±100 the full control effect; potency means the concentration at half of the fitted maximal effect. This is a subset, so the mix of outcomes need not match the whole.

SMILES | S3 lipid droplet | S3 lipid droplet cell count max
COC(=O)c1ccc(OCC(O)CN2CCc3cc(OC)c(OC)cc3C2c2ccccc2)cc1 (stereo not given) | u | x
CN(C)CC(C(=O)c1ccccc1)c1ccccc1 (stereo not given) | u | x
C=CCn1nc2ccccc2c1OCCO | u | x
CO/C=C\C=C/c1nnn(-c2ccc(Cl)cc2)n1 | u | x
CCN1CCN(c2cc(C)c3cc(NC(=O)CCC(=O)Nc4ccc(OC)c(OC)c4)ccc3n2)CC1 | u | x
COc1ccc(Cl)cc1N1C(=O)/C(=C\c2sccc2C)N=C1SCC(=O)NC1CC1 | u | x
Cc1nnc(SCC(=O)N2CC(=O)Nc3ccccc32)n1-c1ccccc1 | u | x
COC(=O)c1cccc(CSC(=S)N2CCCC2)c1 | i | -6
Cc1ccccc1NC(=O)NC(N)=O | u | x
Cc1c(C)c2c(OCC(=O)NCc3cccnc3)cc3c(c2oc1=O)CCC(C)(C)O3 | u | x
Cc1ccc(C(=O)O)cc1N1CCCC1=O | -9%[9.22 µM] | -1
CCCC(=NC(C)CC)C1=C(O)CC(c2ccccc2)CC1=O (stereo not given) | i | -6

Five records drawn at random from those above:
SMILES | S3 lipid droplet | S3 lipid droplet cell count max
Cc1ccc(C(=O)O)cc1N1CCCC1=O | -9%[9.22 µM] | -1
C=CCn1nc2ccccc2c1OCCO | u | x
Cc1ccccc1NC(=O)NC(N)=O | u | x
Cc1nnc(SCC(=O)N2CC(=O)Nc3ccccc32)n1-c1ccccc1 | u | x
COc1ccc(Cl)cc1N1C(=O)/C(=C\c2sccc2C)N=C1SCC(=O)NC1CC1 | u | x

Going on with the list.
SMILES | S3 lipid droplet | S3 lipid droplet cell count max
CC(C)(C)c1ccc(O)c(N=Cc2cc3c(cc2[N+](=O)[O-])OCO3)c1 | u | x
Cc1ccc(OCC(=O)NC(=S)Nc2cccc(NC(=O)c3ccccc3Cl)c2)cc1 | -16% | 131
O=C(COc1ccccc1[N+](=O)[O-])Nc1ccc2c(c1)OCO2 | u | x
COc1ccccc1NC(=O)CSc1nnc(CNC(=O)c2ccco2)o1 | u | x
COc1ccccc1-c1cc(C(=O)N2CCCCC2)no1 | u | x
Cc1[nH]c2ccc(F)cc2c1CCN(Cc1cccnc1)C(=S)Nc1cccc(F)c1 | u | x
Cc1ncccc1C(=O)N1CCCC(C(=O)c2ccc3c4c(cccc24)CC3)C1 (stereo not given) | u | x
COC(=O)c1c(C)[nH]c(C(=O)CSc2nnnn2-c2ccccc2)c1C | u | x
COc1ccc(OC)c(C(=O)C2COC(=O)C2)c1 (stereo not given) | u | x
O=C(Nc1nnc(N2CCCCCC2)s1)c1cc(-c2ccc(Br)cc2)on1 | 0% | 0
COc1cccc(NC(=O)c2cccc(OC)c2OC)c1 | u | x
Cc1ccc(N2OC3C(=O)NC(=O)C3C2c2ccco2)cc1 (stereo not given) | 19% | -3
COc1ccc(CNC(=O)CCc2ccc(S(=O)(=O)N3CCCCCC3)cc2)cc1 | u | x
O=C(Nc1ccc(C2CC2(Cl)Cl)cc1)c1ccccc1Br (stereo not given) | 20% | 13
O=C(Cn1cc(C(F)(F)F)ccc1=O)N/N=C/c1ccc(Cl)c(Cl)c1 | -5% | -25
O=C(Cn1cnc2c(oc3ccccc32)c1=O)NCC1CCCO1 (stereo not given) | i | 21
Cc1cccc(OCCCCCNCCO)c1 | u | x
Cc1ccc2c(=O)cc(C(=O)NC3CCS(=O)(=O)C3)oc2c1C (stereo not given) | u | x
CCCc1ncc(C(O)(c2ccccc2)c2ccc(C)cc2)n1C (stereo not given) | 1% | x
COc1ccc(OCC(=O)Nc2cccc(-c3nc4ccccc4o3)c2)cc1 | i | -7
CCOC(=O)C1(Cc2ccccc2C)CCCN(C(=O)CN2CCCCC2=O)C1 (stereo not given) | u | x
CN(C)c1cccc(C(=O)Nc2ccc(N3CCOCC3)cc2)c1 | u | x
NN/C(=C\[N+](=O)[O-])Nc1ccc(Cl)cc1 | u | x
CC(=O)OC(C)[C@H]1CC[C@H]2[C@@H]3CC[C@H]4C[C@@H](OC(C)=O)CC[C@]4(C)C3=CC[C@]12C (stereo not given in full) | u | x
O=C(N/C(=C/c1ccco1)C(=O)N1CCc2ccccc21)c1ccco1 | -3% | -4
CCC(C)Sc1ccc([C@H]2N[C@@](CC(C)C)(C(=O)OC)[C@H]3C(=O)N(CC)C(=O)[C@@H]23)cc1 (stereo not given in full) | u | x
O=c1[nH]c(C(Cl)(Cl)Cl)nc2ccc3ccccc3c12 | i | -21
Cc1ccc(C(=O)C2CCN(C(=S)NCC3CCCO3)CC2)cc1 (stereo not given) | 26% | 15
COc1ccc(CCNC(=O)CSc2nc(O)cc(=O)[nH]2)cc1OC | u | x
Cc1cc(C(=O)COC(=O)CC2Sc3ccccc3NC2=O)c(C)n1-c1ccc2c(c1)OCO2 (stereo not given) | u | x
CC(C)(C)n1ncc2c(=O)n(Cc3c(F)cccc3Cl)cnc21 | 1% | 5
COC(=O)COc1ccc(/C=C2/SC(=O)N(CC(=O)N3CCCC3)C2=O)cc1Br | u | x
Cc1ccc(C)c(S(=O)(=O)Nc2ccc3[nH]c(=O)[nH]c3c2)c1 | u | x
Cc1[nH]n(-c2ncc(-c3ccccc3)s2)c(=O)c1C(c1ccc(Cl)cc1)C(C#N)C#N (stereo not given) | u | x
Cc1ccc2[nH]c(=O)c3cc(C(=O)NCCN4CCN(C)CC4)sc3c2c1 | 25% | 1
COC/C=C/C1=CC2=CC(=O)C(C)(OC(=O)c3cnc4ccccc4n3)C(=O)C2=CN1CCCOC(C)C (stereo not given) | 12% | 8

A draw from above in order of length of the SMILES, falling.
SMILES | S3 lipid droplet | S3 lipid droplet cell count max
Cc1[nH]n(-c2ncc(-c3ccccc3)s2)c(=O)c1C(c1ccc(Cl)cc1)C(C#N)C#N (stereo not given) | u | x
Cc1cc(C(=O)COC(=O)CC2Sc3ccccc3NC2=O)c(C)n1-c1ccc2c(c1)OCO2 (stereo not given) | u | x
Cc1ccc(C)c(S(=O)(=O)Nc2ccc3[nH]c(=O)[nH]c3c2)c1 | u | x
CC(C)(C)n1ncc2c(=O)n(Cc3c(F)cccc3Cl)cnc21 | 1% | 5
O=c1[nH]c(C(Cl)(Cl)Cl)nc2ccc3ccccc3c12 | i | -21

Molecules above containing a nitro group on carbon:
SMILES | S3 lipid droplet | S3 lipid droplet cell count max
CC(C)(C)c1ccc(O)c(N=Cc2cc3c(cc2[N+](=O)[O-])OCO3)c1 | u | x
O=C(COc1ccccc1[N+](=O)[O-])Nc1ccc2c(c1)OCO2 | u | x
NN/C(=C\[N+](=O)[O-])Nc1ccc(Cl)cc1 | u | x

Next section.
SMILES | S3 lipid droplet | S3 lipid droplet cell count max
COCCNC(=O)/C(C#N)=C/c1cc(C)n(-c2ccc(C)cc2)c1C | u | x
COc1cccc(N2CCN(C(=O)C3CCN(S(=O)(=O)c4ccc5c(c4)CC(C)N5C(C)=O)CC3)CC2)c1 (stereo not given) | u | x
CC(C)(C)NC(=O)N1CCC(CO)(Cc2ccccc2Cl)CC1 | u | x
Cc1cc(C)cc(N(CC(=O)NC2CCCC2)C(=O)C2(C)CC(=O)N=C3C=CC=CN32)c1 (stereo not given) | -18% | -3
COC(=O)c1ccc(C2c3c(oc4ccccc4c3=O)C(=O)N2CCCN2CCOCC2)cc1 (stereo not given) | u | x
COc1cc(C(=O)Nc2ccn(C)n2)ccc1OC(F)F | u | x
COc1ccc(/C(N)=N/OC(=O)CCc2ccccc2)cc1OC | 13% | 8
COc1ccc(COC(=O)C2CC(=O)N(Cc3ccc(C)cc3)C2)cc1 (stereo not given) | i[0.369 µM] | -16
Fc1ccc(Nc2nc(-c3ccncc3)nc3ccccc23)cc1 | 24% | -9
CC(=O)c1cccc(NC(=O)C(C)OC(=O)c2ccc(Br)o2)c1 (stereo not given) | 17% | -2
Cc1cc(-c2nnc3n2N=C(c2ccc(F)cc2)CS3)n[nH]1 | u | x
CCOc1cc(S(=O)(=O)NCc2ccc3c(c2)OCO3)c(C)cc1C | u | x
CC1CCCCN1C(=O)CN1C(=O)CSc2ccc(S(=O)(=O)N3CCOCC3)cc21 (stereo not given) | i | -6
CCOC(=O)C1CCN(C(=O)c2cccc(S(=O)(=O)N3c4ccccc4CC3C)c2)CC1 (stereo not given) | i | 19
CN(C1CCCCC1)S(=O)(=O)c1ccc(NC(=O)Cn2nc(-c3ccc(F)cc3)ccc2=O)cc1 | u | x
COc1ccc2c(c1)Sc1ccccc1N2 | u | x
CCN(CC(=O)NCc1cccs1)C(=O)c1ccc(S(=O)(=O)N(CC)c2ccccc2)cc1 | 1% | 0
Cn1c(CCNC(=O)c2ccc(F)cc2)nc2ccccc21 | u | x
CC(=O)c1ccc(N2CCN(CC(=O)NC(=O)NCc3ccccc3)CC2)cc1 | u | x
CC(/C=C/c1ccccc1)=N/NC(=O)C(O)c1ccccc1 (stereo not given) | u | x
CCN(C(=O)Cn1cc(C(=O)C(=O)N2CCOCC2)c2ccccc21)c1ccccc1 | 23% | 22
O=C(NCC(=O)N1CCN(c2ccccc2F)CC1)c1cccs1 | -13% | 11
CC(Cc1cccs1)NC(=O)NC1CCCCC1 (stereo not given) | -6% | 2
CC(C)(Cc1nc2ccccc2[nH]1)C(=O)O | 23µM* | -19*

The final 2 records of the section above are carried over, then new ones follow:
SMILES | S3 lipid droplet | S3 lipid droplet cell count max
CC(Cc1cccs1)NC(=O)NC1CCCCC1 (stereo not given) | -6% | 2
CC(C)(Cc1nc2ccccc2[nH]1)C(=O)O | 23µM* | -19*
Cc1ccccc1OCC(=O)NCCNC(=O)c1ccccn1 | i | -10
COC(=O)CN(c1ccccc1)S(=O)(=O)c1ccccc1 | u | x
CCN1C(=NCCc2ccc([N+](=O)[O-])cc2)N[C@@H](c2ccccc2)[C@H](C(=O)OC)[C@H]1C | -9% | 8
COC(=O)c1cc(Br)ccc1N(Cc1cc(OC)cc(OC)c1)S(C)(=O)=O | u | x
O=C1OCC/C1=C\OCCCO/C=C1\CCOC1=O | -7% | -5
Nc1ncnc(NC2CCS(=O)(=O)C2)c1[N+](=O)[O-] (stereo not given) | -14% | -1
Cc1cc(C(=O)COc2ccc3ccc(=O)oc3c2)c(C)n1C | u | x
CCOC(=O)/C(C#N)=C/c1ccc(SC)cc1 | -7% | -19
COC(=O)c1[nH]c2cccc(OC)c2c1NC(=O)CCN1CCC(C)CC1 | u | x
Cc1ccccc1OCC(=O)NNC(=O)CCc1ccccc1 | 6% | 11
CCOC(=O)C1CCN(Cc2cc(C(C)C)c(O)c(C(C)C)c2)CC1 | i[9.22 µM] | -1
CC(=O)c1cccc(NS(=O)(=O)c2cc3c(cc2C)NC(=O)CO3)c1 | u | x
CC1=C(C(=O)Nc2cc(C(=O)N3CCC(C)CC3)ccc2C)SCCO1 | i | x
CCOC(=O)N1CCN(C(=O)c2cn(CC)c3ccc(S(=O)(=O)N4CC(C)CC(C)C4)cc3c2=O)CC1 (stereo not given) | 4% | 11
CN(Cc1ccccc1)S(=O)(=O)c1cccc(C(=O)O)c1 | 4% | 0
Cc1ccccc1CC(=O)NC1CCCCCC1 | 12% | x
Cc1nnc(SCC(=O)N2CCN(c3ccccc3)CC2)n(N)c1=O | 9% | 0
CC(=O)Nc1ccc(NC(=O)C(C)OC(=O)CCc2c[nH]c3ccccc23)cc1 (stereo not given) | u | x
CCOc1cccc(C2C(C#N)=C(N)Oc3cc(C)oc(=O)c32)c1OCC (stereo not given) | 7% | 0
CNC(=S)N/N=C(\C)c1ccc(Cl)s1 | 2% | 5
CN(CCOc1ccc(Cl)cc1)CC(O)c1ccccc1 (stereo not given) | u | x
CC(C)CN(C(=O)COC(=O)C1CC1)c1c(N)n(Cc2ccccc2)c(=O)[nH]c1=O | 10% | 14
O=C(CCNC(=O)c1ccc(Br)cc1)Nc1cccc(S(=O)(=O)N2CCCCCC2)c1 | i | -24
CCc1ccc(C(=O)CSc2nc(N)cc(=O)[nH]2)cc1 | i | -4
NS(=O)(=O)c1ccc(CCNC(=O)CSc2ccc3ccccc3c2)cc1 | 3% | x
CCC(c1nnc(SCC(=O)N2CCOCC2)n1C1CCCCC1)N(C)C (stereo not given) | -6% | -9
CCc1nnc(NC(=O)c2nc(S(=O)(=O)Cc3cccc(C)c3)ncc2Cl)s1 | u | x
Cc1ccc(C(=O)Nc2nc3ccccc3n2CCN2CCCC2)cc1 | u | x
O=C(CSC1=NCCN1)NC(c1ccccc1)c1ccccc1 | u | x
CCOc1ncccc1C(=O)Nc1ncc(C)s1 | u | x
O=C(O)CCCCCNC(=O)c1ccccc1 | 2% | 18
Cc1cccc(C(=O)NC(=S)NCc2cccnc2)c1 | u | x
COCCNc1nnnc2c1sc1nc(N3CCOCC3)c3c(c12)CCCC3 | u | x
Cn1cnc(NCc2ccccc2)c1[N+](=O)[O-] | u | x
O=C(O)c1cccc(C(=O)Nc2cccc(NC(=O)C3CCCO3)c2)c1 (stereo not given) | u | x
Cn1c(=O)[nH]c(=O)c2c1nc(N1CCN(Cc3ccccc3)CC1)n2CCCc1ccccc1 | u | x
O=C(CN(CC1CCCO1)C(=O)CNS(=O)(=O)c1ccccc1)NCc1ccccc1 (stereo not given) | i | x
